HIV fusion peptide: cell-free HIV fusion peptide-binding blockers – biochemical, uHTS, fluorescence dequenching, primary screen (AID 1986) | actives 0.3% (n = 290,000) | one-dose inhibition, % at 20 µM; IC50 in µM for titrated hits | cell-free peptide binding, fluorescence dequenching, 30 min; higher % means a stronger effect; in the data active means inhibition mostly above about 52%, no sharp cut-off; inactive means mostly below about 76%; further: some results filed as inactive read as strong as hits
LYP phosphatase: PTPN22 lymphoid phosphatase activity blockers – biochemical, fluorescence intensity, uHTS (AID 1779); recombinant LYP phosphatase, fluorescence intensity; higher % means a stronger effect; one-dose inhibition, % at 11.5 µM; IC50 in µM for titrated hits; actives 0.054% (n = 290,000); in the data active means inhibition above about 50%;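 further: plate controls were vehicle with enzyme for no effect and no enzyme for full effect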
AID2073: inhibitors of Mint1-CaV2.2 protein interaction, biochemical, HTRF (AID 2073). HTRF protein-protein interaction, Mint1-CaV2.2; higher % means a stronger effect. inhibition, % at 20 µM, or IC50 in µM where a hit was titrated. actives 0.19% (n = 290,000); in the data active means inhibition mostly above about 51%, no sharp cut-off; inconclusive means no clear call, values can overlap the other calls; inactive means mostly below about 53%; further: some results filed as inactive read as strong as hits
NS5 inhibitors: Dengue-2 NS5 methyltransferase inhibitors, primary screen, biochemical, confirmation dose response (AID 588689) | Dengue-2 NS5 methyltransferase capping enzyme assay, biochemical; higher % means a stronger effect | actives 0.3% (n = 340,000) | inhibition, % at 25 µM; hits with a dose series show IC50 in µM; in the data active means a potency from the dose series; inconclusive means inhibition above about 29% without an active follow-up result
RSV CPE inhibition: RSV antiviral activity via CPE protection, HEp-2 cells, primary 10 µM value included (AID 2391) | CPE inhibition, % at 10 µM; hits with a dose series show IC50 in µM | HEp-2 cells, RSV-induced CPE inhibition; higher % means a stronger effect | actives 0.13% (n = 310,000); in the data active means a potency from the dose series; inconclusive means CPE inhibition mostly from about 23% at the one dose, without a potency; inactive means the rest, 99 in 100 with CPE inhibition below about 21%; further: strong numbers were not always called active
MgcRacGAP inhibition: MgcRacGAP GTPase-activating activity inhibitors, confirmation, biochemical, ADP Hunter fluorescence. MgcRacGAP-stimulated Rac1 GTP hydrolysis, ADP Hunter fluorescence; higher % means a stronger effect; GST-tagged Rac1 F28L mutant substrate. one-dose inhibition, % at 30 µM; IC50 in µM for titrated hits. actives 0.6% (n = 340,000);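 active means first-screen hits whose inhibition reached a set limit at any dose in the follow-up dose series; inconclusive means inhibition above the set first-screen limit but never retested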;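 further: fluorescence reports GDP produced by GAP-driven GTP hydrolysis; strong numbers were not always called active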
Large T inhibition: SV40 large T antigen inhibitors, biochemical (AID 1903). SV40 large T antigen ATPase/helicase inhibition assay; higher % means a stronger effect. one-dose inhibition, % at 20 µM; IC50 in µM for titrated hits. actives 0.39% (n = 310,000); in the data active means a potency from the dose series; inconclusive means inhibition mostly from about 32% at the one dose, without a potency; inactive means the rest, 99 in 100 with inhibition below about 32%; further: strong numbers were not always called active
XIAP antagonists: XIAP antagonists, biochemical, IAP family, fluorescence polarization (AID 1018); XIAP BIR domain, fluorescence polarization peptide displacement; higher % means a stronger effect; displacement, % at 20 µM; hits with a dose series show IC50 in µM; actives 0.007% (n = 200,000); in the data active means displacement above about 50%; further: a part of the inactive calls stands beside numbers as strong as those of hits
Siah-1 displacement: blockers of Siah-1 interaction with plectin peptide – biochemical, fluorescence polarization, rhodamine-plectin, uHTS, primary screen (AID 1817) | Siah-1 / rhodamine-plectin peptide fluorescence polarization; higher % means a stronger effect | displacement, % at 20 µM, or IC50 in µM where a hit was titrated | actives 0.02% (n = 290,000);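 active means displacement of at least 50% at 20 µM, with a fluorescence ratio check between 0.3 and a set limit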;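 further: plate controls were Siah plus tracer with DMSO for no effect and tracer alone without Siah for full effect; strong numbers were not always called active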
Starred values were filed as active, the others as inactive; ? = inconclusive; / = no result given.

SMILES	HIV fusion peptide	LYP phosphatase	AID2073	NS5 inhibitors	RSV CPE inhibition	MgcRacGAP inhibition	Large T inhibition	XIAP antagonists	Siah-1 displacement
COc1cccc(OC)c1C(=O)N1CC(C)OC(C)C1 (stereo not drawn)	-2.7%	-5%	1%	2%	0.2%	-4%	8%	-5.7%	-6%
CCCS(=O)(=O)n1nc(-c2ccccc2)cc1N	1.5%	-8%	17%	1%	-0.4%	17%	-5%	-3.8%	-8%
COc1cc2cc(C(=O)N3CCc4ccccc4C3)[nH]c2cc1OC	1.7%	-9%	21%	-7%	-0.6%	7%	5%	/	2%
Cc1ccccc1NCC(=O)N/N=C\c1ccc([N+](=O)[O-])s1	2.5%	-7%	-9%	-1%	3.6%	7%	10%	-5.1%	17%
CN1CCc2nc3ccc(Cl)cc3c(-c3ccccc3Cl)c2C1	-0.2%	-6%	0%	-1%	0.8%	7%	22%	1.6%	5%
CN1CCN(C(=O)C2CCC(C)(C(=O)O)C2(C)C)CC1 (stereo not drawn)	-0.3%	-6%	-1%	-14%	1.9%	-1%	-2%	-15%	-7%
O=C(ON=C1CCN(c2ccc([N+](=O)[O-])cc2)CC1)c1ccccc1	0.7%	-5%	-7%	-2%	-0.7%	2%	10%	-3.0%	4%
Cc1ccc(C)c(-n2c(N)c(C(N)=O)sc2=S)c1	/	/	/	-4%	-0.9%	1%	4%	/	/
COc1ccc(-c2nnc(SCC(=O)NC(=O)NCc3ccccc3)o2)cc1	18%	-8%	55%*	2%	2.7%	13%	10%	-6.1%	3%
Cc1ccc(S(=O)(=O)N(C)CCCC(=O)Nc2ccccn2)cc1	/	/	/	-6%	0.8%	16%	7%	/	/
Cc1ccc(S(=O)(=O)Nc2ccc(-c3ccc4nncn4n3)cc2)cc1	/	/	/	4%	-2.1%	11%	26%	/	/
COc1ccccc1NC(=O)CSc1nnc(Cc2cccs2)n1C	/	/	/	-11%	0.0%	1%	10%	/	/
COc1ccc(N(CC(O)Cn2cnc3ccccc32)S(=O)(=O)c2ccc(C)cc2)cc1 (stereo not drawn)	-1.7%	-2%	-8%	5%	0.5%	1%	7%	-4.4%	2%
CCc1nnc(NC(=O)CSc2nc3cc(OC)c(OC)cc3cc2C)s1	12%	0%	-4%	0%	0.1%	1%	26%	-1.6%	-3%
CC(=O)N1CCC(N(CCCOC(C)C)S(=O)(=O)c2ccc([N+](=O)[O-])cc2)CC1	-0.5%	-6%	2%	3%	-0.3%	8%	2%	/	-2%
Cc1sc2ncnc(N3CCC(C)CC3)c2c1C	-1.2%	-2%	7%	-5%	16%	15%	6%	-1.3%	-9%
CN1C(=O)CC(N2CCN(CC(N)=O)CC2)C1=O (stereo not drawn)	-0.4%	-3%	0%	3%	1.4%	2%	-1%	-2.6%	-1%
Cc1nn(Cc2c(F)c(F)c(F)c(F)c2F)c(C)c1NC(=O)c1c([N+](=O)[O-])c(C)nn1C	-1.0%	-10%	0%	-5%	-1.1%	7%	0%	-3.9%	-4%
O=C(Cc1coc2ccc3ccccc3c12)N1CCCC1	5.7%	-9%	4%	-7%	2.0%	10%	6%	-1.5%	-3%
CNC(=S)NNC(=O)c1sccc1OCc1ccc(Cl)cc1Cl	-2.4%	1%	12%	5%	4.4%	2%	-2%	-3.5%	4%
COc1ccc2[nH]cc(CCNC(=O)Cc3ccc(F)cc3)c2c1	-1.4%	-11%	-4%	-7%	0.8%	5%	3%	/	-3%
CCc1cccc(CC)c1NC(=O)COn1nnc2ccc(C(F)(F)F)cc21	0.8%	1%	8%	-4%	1.2%	5%	6%	-3.2%	2%
CCOC(=O)Cc1csc(NC(=O)C2CCCN(S(=O)(=O)c3cnc[nH]3)C2)n1 (stereo not drawn)	-1.5%	-6%	-6%	1%	-0.4%	2%	4%	-4.6%	1%
CN(C)c1nc(NCc2ccccc2)nc(SCC(=O)Nc2ccccc2)n1	-5.0%	3%	-3%	-7%	9.1%	0%	3%	-1.8%	6%
COC(=O)c1c(NC(=O)CSc2nnnn2-c2ccc3c(c2)OCO3)sc(C)c1C	-2.1%	-3%	-2%	1%	-0.6%	13%	0%	-8.1%	0%
CC(=O)/C(=N/Nc1ccc(Br)cc1)Sc1cccc2cccnc12	-2.4%	-6%	-4%	-4%	14%	5%	-1%	-8.7%	-2%
Cc1ccc(S(=O)(=O)N(C)c2ccc(C(=O)Nc3c(C)n(C)n(-c4ccccc4)c3=O)cc2)cc1	0.6%	-6%	-18%	-2%	3.2%	5%	2%	-20%	-1%
CN(C)CCCOc1cccc(Cl)c1	-0.5%	-2%	0%	2%	0.8%	10%	9%	2.3%	5%
CCNc1nc(NCC)nc(N/N=C/c2ccccc2)n1	-0.7%	-1%	18%	-5%	2.2%	6%	8%	/	1%
CCSc1nc(N)c(C#N)c(-c2ccccc2Cl)c1C#N	0.6%	-8%	-1%	-13%	-0.4%	14%	14%	1.8%	0%
COC(=O)c1ccc(COc2ncnc3sccc23)cc1	1.5%	1%	-6%	0%	-0.4%	4%	22%	-2.2%	12%
Cc1cccc(C)c1OCc1nnc2c3cnn(C)c3ncn12	-3.3%	-5%	-2%	-1%	0.7%	7%	0%	-8.2%	2%
O=[N+]([O-])c1cc(S(=O)(=O)N2CCCC2)ccc1NCCCN1CCOCC1	1.9%	-9%	-4%	1%	-0.6%	2%	9%	-0.7%	-2%
Cc1nnc(SCc2ccccc2)nc1/C=C/NOCc1ccc(Cl)cc1Cl	1.7%	-1%	-3%	5%	4.8%	-1%	-1%	-5.5%	2%
O=C(C1=C[C@@H]2[C@H]3C(=O)N(c4ccccc4)C(=O)[C@H]3[C@@H](C(=O)c3ccc(Cl)cc3)N2C=C1)c1ccccc1	16%	-8%	18%	/	1.4%	/	12%	1.4%	-9%
O=C(Nc1ccccc1-c1ccccc1)c1ccc(Cl)c([N+](=O)[O-])c1	-0.1%	-5%	-5%	-4%	2.5%	-8%	-9%	-1.4%	0%
COc1ccccc1NC(=O)CCNS(=O)(=O)c1ccc2c(c1)CC(C)N2C(=O)C1CC1 (stereo not drawn)	1.2%	-13%	-3%	8%	0.7%	9%	8%	/	-1%
O=C(CN1CCC(n2nnc3cc(C(F)(F)F)ccc32)CC1)Nc1ccc2c(c1)OCCO2	-1.1%	-7%	19%	-10%	?	8%	17%	-0.9%	-4%
COc1ccc(Cc2nnc(NC(=O)C(C)(C)C)s2)cc1	0.9%	-3%	0%	-7%	-0.3%	8%	/	0.3%	3%
CCCn1c2ccccc2c2cnn(CC(=O)O)c(=O)c21	0.3%	-3%	-3%	1%	0.6%	6%	7%	/	-1%
O=C1C=C(OCc2ccccc2)CN1	1.3%	-3%	-8%	-2%	1.8%	-1%	-8%	-4.2%	1%
COc1ccc(OCC(O)CNc2ccc(Br)cc2)cc1 (stereo not drawn)	-4.2%	-2%	-2%	-3%	17%	9%	5%	-3.1%	-3%
COc1cc(C(=O)NCC(=O)OCC(=O)N2CCc3ccccc32)cc(OC)c1OC	1.1%	-8%	-4%	0%	2.5%	1%	9%	-11%	-7%
CC[n+]1ccc(C)c2cc(S(=O)C(F)(F)F)ccc21 (stereo not drawn)	0.6%	-5%	14%	8%	1.4%	5%	9%	-5.5%	6%
CCN1CCN(c2ccc(S(=O)(=O)N3CCCCC3)cc2NC(=O)c2ccc(C)o2)CC1	/	/	/	1%	-2.2%	10%	19%	/	/
COc1ccc(C(=O)Nc2ccc3c(c2)Cc2ccccc2-3)cc1	-1.7%	-7%	23%	-5%	1.2%	-6%	-3%	-3.5%	-4%
C=CCC(=O)N1CCCC(CNC(=O)c2ccc(-c3ccccc3)cc2)C1 (stereo not drawn)	2.1%	0%	5%	-1%	2.4%	10%	12%	-6.3%	1%
CC1CCCN(S(=O)(=O)CCNC(=O)c2ccc3c(c2)OCO3)C1 (stereo not drawn)	/	/	/	-2%	-1.7%	1%	13%	/	/
Cc1nc(S/C(=C/c2ccc(-c3ccc(Cl)cc3)o2)C(=O)O)n[nH]1	32%	3%	15%	4%	2.2%	5%	0%	-8.6%	2%
Cc1ccc(C)c(S(=O)(=O)N2CCCCC2CCNC(=O)C(=O)NCCc2ccco2)c1 (stereo not drawn)	/	/	/	-8%	8.8%	3%	20%	/	/
COc1ccc(OC)c(C(c2nnnn2C2CCCC2)N2CCN(c3ccccc3F)CC2)c1 (stereo not drawn)	7.2%	3%	0%	-3%	4.3%	7%	-4%	4.6%	5%
CCC(Oc1ccccc1)C(=O)Nc1cc(C)on1 (stereo not drawn)	-1.7%	-4%	-1%	-1%	2.4%	6%	4%	1.4%	17%
O=C1OC(c2cccs2)=N/C1=C\c1ccc(-c2ccccc2Cl)o1	34%	4%	6%	-63%	/	4%	19%	-15%	-3%
Cc1nc2ccccn2c1C(=O)NNS(=O)(=O)c1ccc(C(C)(C)C)cc1	0.7%	-4%	0%	-4%	0.7%	-1%	8%	-0.4%	6%
COc1ccc(OC)c(C2CC(=O)N3CN(c4ccc(C)c(Cl)c4)CSC3=C2C#N)c1 (stereo not drawn)	3.8%	-4%	70%	1%	2.4%	24%	?	-1.5%	-1%
COc1cc([N+](=O)[O-])ccc1NC(=O)CCN1C(=O)C2C3CCC(C3)C2C1=O (stereo not drawn)	1.0%	-7%	1%	-2%	0.9%	7%	16%	-4.1%	2%
Cc1cc(C(C#N)c2ccccc2F)n2ncnc2n1 (stereo not drawn)	0.0%	-2%	-7%	0%	2.8%	24%	?	-1.8%	3%
CC(C)Cn1c(N)cc(=O)n(C)c1=O	-1.1%	-4%	26%	-11%	4.2%	5%	7%	-4.9%	0%
CC(=O)Oc1ccc(C)cc1N1C(=O)c2ccc(C(=O)O)cc2C1=O	2.3%	-8%	?	15%	-1.2%	16%	9%	-5.1%	3%
CCOc1ccc(/C=N/NC(=O)c2cc(-c3ccco3)nc3ccccc23)cc1	53%	16%	85%	-1%	13%	-4%	12%	-2.9%	-7%
O=C(Nc1nc(-c2ccc([N+](=O)[O-])cc2)cs1)c1c(F)cccc1F	2.3%	-4%	9%	-6%	-0.7%	-28%	0%	-5.5%	1%

Screens from PubChem BioAssay.
